Mtb BioA inh = BioA (M. tuberculosis) enzyme inhibition; inhibition, % at 9.99 µM; AID 602481; actives 0.096% (n = 360,000); purified M. tuberculosis BioA enzyme, plate reader; in the data active means inhibition above about 40%
* = called active by the depositor. The list is partial (hit frequency here may not be typical).

SMILES	Mtb BioA inh
CC=Cc1ccc2n(c1=O)C[C@@H]1[C@@H](CO)[C@H](C(=O)NC3CCCCC3)N(CCC)[C@H]21 (mixture of isomers)	1.9
COc1ccc(S(=O)(=O)N(C)C[C@H]2OCCCC[C@H](C)Oc3ccc(NS(C)(=O)=O)cc3C(=O)N([C@@H](C)CO)C[C@@H]2C)cc1	-2.1
CN1C(=O)c2cc(NC(=O)C3CCCC3)ccc2OC[C@@H]2O[C@@H](CC(=O)NCC(F)(F)F)CC[C@@H]21	-0.8
COc1ccc(C#Cc2cnc3c(c2)C(=O)N([C@H](C)CO)C[C@@H](C)[C@H](CN(C)C)O3)cc1	-1.7
CC(=O)N(C)C[C@H]1Oc2ncc(C#Cc3ccncc3)cc2C(=O)N([C@H](C)CO)C[C@H]1C	-4.1
C[C@@H](NC(=O)C[C@@H]1C[C@H]2c3cc(NC(=O)Nc4ccccc4F)ccc3O[C@H]2[C@H](CO)O1)c1ccccc1	0.9
C/C=C/c1ccc2c(c1)O[C@H](CN(C)C(=O)NC1CCCC1)[C@@H](C)CN([C@@H](C)CO)S2(=O)=O	-1.7
CO[C@H]1CN(C)C(=O)c2ccc(NC(=O)c3cnccn3)cc2OC[C@H](C)NC[C@H]1C	-1.3
O=S(=O)(c1ccccc1)N1CC[C@H]2[C@H](CO)Nc3ccc(-c4ccccc4F)cc3[C@H]21	-3.0
Cc1noc(C)c1S(=O)(=O)N(C)C[C@H]1Oc2ccc(NC(=O)Nc3ccc(F)cc3)cc2CC(=O)N([C@H](C)CO)C[C@H]1C	0.8
COc1ccc(S(=O)(=O)Nc2cccc3c2O[C@H](CN(C)CC2CC2)[C@@H](C)CN([C@@H](C)CO)C3=O)cc1	-3.7
Cc1cccc(S(=O)(=O)N2CC[C@@H]3[C@H]2c2cc(C#Cc4cccc(F)c4)ccc2N[C@@H]3CO)c1	2.3
C[C@@H]1CN([C@H](C)CO)C(=O)c2cccc(NC(=O)c3cnccn3)c2O[C@H]1CN(C)S(=O)(=O)c1cccs1	-0.4
COc1ccc(S(=O)(=O)Nc2cccc3c2O[C@@H](CN(C)S(=O)(=O)c2ccc(F)cc2)[C@@H](C)CN([C@H](C)CO)C3=O)cc1	0.8
COCC(=O)N(C)C[C@H]1Oc2ncc(C#Cc3cccnc3)cc2C(=O)N([C@H](C)CO)C[C@@H]1C	4.7
COCC(=O)NC[C@H]1N[C@H](CO)[C@H]1c1ccc(C2=CCCC2)cc1	4.1
CO[C@@H]1CN(C)C(=O)c2ccc(NC(=O)Nc3ccccc3)cc2OC[C@H](C)NC[C@@H]1C	0.5
CCCN(C)C[C@@H]1Oc2cc(C#CCC3CCCC3)ccc2S(=O)(=O)N([C@H](C)CO)C[C@@H]1C	1.3
COc1ccccc1NC(=O)N(C)C[C@H]1Oc2ncc(C#CCN(C)C)cc2C(=O)N([C@@H](C)CO)C[C@H]1C	-6.0
O=C(C[C@@H]1C=C[C@H](NC(=O)c2cccc(F)c2)[C@@H](CO)O1)NCc1ccccc1	-3.8

Another view of four compounds above:
compound: COc1ccc(S(=O)(=O)Nc2cccc3c2O[C@@H](CN(C)S(=O)(=O)c2ccc(F)cc2)[C@@H](C)CN([C@H](C)CO)C3=O)cc1
  Mtb BioA inh = 0.8
compound: COCC(=O)N(C)C[C@H]1Oc2ncc(C#Cc3cccnc3)cc2C(=O)N([C@H](C)CO)C[C@@H]1C
  Mtb BioA inh = 4.7
compound: COCC(=O)NC[C@H]1N[C@H](CO)[C@H]1c1ccc(C2=CCCC2)cc1
  Mtb BioA inh = 4.1
compound: CO[C@@H]1CN(C)C(=O)c2ccc(NC(=O)Nc3ccccc3)cc2OC[C@H](C)NC[C@@H]1C
  Mtb BioA inh = 0.5

Other entries:
SMILES	Mtb BioA inh
COCC(=O)N1C[C@H](C)[C@H](OC)CN(C)C(=O)c2ccc(NC(=O)c3ccc(OC)cc3)cc2OC[C@H]1C	-0.4
C[C@H]1CN([C@@H](C)CO)C(=O)c2cccc(NS(=O)(=O)c3ccccc3)c2O[C@@H]1CN(C)Cc1ccc(Cl)c(Cl)c1	0.3
C[C@@H]1CCCCO[C@@H](CN(C)C(=O)Nc2cccc3ccccc23)[C@@H](C)CN([C@H](C)CO)C(=O)c2cc(NS(=O)(=O)c3ccc(Cl)cc3)ccc2O1	-1.9
COc1ccccc1NC(=O)Nc1ccc2c(c1)C(=O)N(C)C[C@H](OC)[C@H](C)CN(C)[C@@H](C)CO2	1.3
C[C@@H]1CN([C@H](C)CO)C(=O)c2cc(/C=C/c3ccccc3)cnc2O[C@H]1CN(C)C(=O)CN(C)C	-0.4
CO[C@H]1CN(C)C(=O)c2ccc(NC(=O)C3CC3)cc2OC[C@H](C)N(CC2CCCC2)C[C@H]1C	-1.9
CCC(=O)N(C)C[C@H]1Oc2ncc(C#C[C@@H](C)O)cc2C(=O)N([C@H](C)CO)C[C@H]1C	-1.9
COc1ccc(NC(=O)N(C)C[C@H]2Oc3cc(-c4ccncc4)ccc3S(=O)(=O)N([C@H](C)CO)C[C@H]2C)cc1	-2.0
C[C@H]1CN([C@@H](C)CO)C(=O)c2cc(NC(=O)C3CCCCC3)ccc2O[C@H]1CN(C)C	1.1
C[C@@H]1CN([C@H](C)CO)C(=O)c2cccc(NS(=O)(=O)c3cn(C)cn3)c2O[C@@H]1CN(C)Cc1ccc(C(=O)O)cc1	-2.7
C[C@H]1CN([C@@H](C)CO)C(=O)c2cccc(NC(=O)c3ccncc3)c2O[C@H]1CN(C)S(=O)(=O)c1cn(C)cn1	-0.3
C[C@@H]1CN([C@H](C)CO)C(=O)c2cc(C#CCN(C)C)cnc2O[C@H]1CN(C)S(=O)(=O)c1ccccc1	4.5
C[C@H]1CN([C@@H](C)CO)C(=O)c2cc(NC(=O)CCC(F)(F)F)ccc2O[C@H]1CN(C)Cc1ccc(C(=O)O)cc1	2.7
C[C@@H]1CN([C@H](C)CO)C(=O)Cc2cc(NC(=O)CCN3CCOCC3)ccc2O[C@@H]1CN(C)S(=O)(=O)c1ccc(F)cc1	-2.7
COC(=O)C[C@@H]1C[C@@H]2c3cc(NS(=O)(=O)c4ccc(OC)cc4)ccc3O[C@@H]2[C@@H](CO)O1	3.6
O=C(C[C@H]1C=C[C@H](NS(=O)(=O)c2ccccc2)[C@H](CO)O1)NCc1ccc(Cl)c(Cl)c1	-1.5
COc1ccc(NC(=O)N[C@@H]2CC[C@@H](CCn3cc(-c4ccccn4)nn3)O[C@@H]2CO)cc1	-0.1
COc1ccc(-c2ccc3n(c2=O)C[C@H]2[C@H](CO)[C@@H](C(=O)NCC4CC4)N(C(=O)NC(C)C)[C@@H]32)cc1	1.5
CC(=O)n1cc([C@@H]2C=C(C(=O)N3CCCCCCC3)O[C@H](OCc3ccc(CO)cc3)C2)c2ccccc21	-2.1
COc1ccc(CN(C)C[C@H]2Oc3ccc(NC(=O)Cc4ccccc4)cc3C(=O)N([C@H](C)CO)C[C@H]2C)cc1	1.1

Next section (six carried over from the part before).
SMILES	Mtb BioA inh
COC(=O)C[C@@H]1C[C@@H]2c3cc(NS(=O)(=O)c4ccc(OC)cc4)ccc3O[C@@H]2[C@@H](CO)O1	3.6
O=C(C[C@H]1C=C[C@H](NS(=O)(=O)c2ccccc2)[C@H](CO)O1)NCc1ccc(Cl)c(Cl)c1	-1.5
COc1ccc(NC(=O)N[C@@H]2CC[C@@H](CCn3cc(-c4ccccn4)nn3)O[C@@H]2CO)cc1	-0.1
COc1ccc(-c2ccc3n(c2=O)C[C@H]2[C@H](CO)[C@@H](C(=O)NCC4CC4)N(C(=O)NC(C)C)[C@@H]32)cc1	1.5
CC(=O)n1cc([C@@H]2C=C(C(=O)N3CCCCCCC3)O[C@H](OCc3ccc(CO)cc3)C2)c2ccccc21	-2.1
COc1ccc(CN(C)C[C@H]2Oc3ccc(NC(=O)Cc4ccccc4)cc3C(=O)N([C@H](C)CO)C[C@H]2C)cc1	1.1
O=S(=O)(c1ccccc1F)N1CCCCN2[C@H](C1)[C@@H](c1ccc(-c3ccccc3)cc1)[C@@H]2CO	1.6
NCC[C@H]1CC[C@@H](NS(=O)(=O)Cc2ccccc2)[C@@H](CO)O1	-4.3
C[C@H]1CN([C@@H](C)CO)C(=O)c2cc(-c3cccc(C#N)c3)cnc2O[C@H]1CN(C)C(=O)c1cnccn1	-2.5
C[C@H](CO)N1C[C@H](C)[C@@H](CN(C)Cc2ccc(Cl)c(Cl)c2)Oc2ccc(NC(=O)Cc3ccccc3)cc2CC1=O	-3.1
COc1ccc(S(=O)(=O)N[C@@H]2CC[C@H](CCNC(=O)Cc3ccccn3)O[C@@H]2CO)cc1	-0.8
C[C@@H]1CN([C@H](C)CO)C(=O)c2cc(-c3cncnc3)cnc2O[C@@H]1CN(C)C(=O)c1cccc(F)c1	-1.4
CCCNC(=O)C[C@H]1CC[C@H]2[C@@H](COC[C@H](O)CN2C(=O)c2ccccn2)O1	-2.5
CCCN(C)C[C@H]1Oc2cc(-c3cccc(OC)c3)ccc2S(=O)(=O)N([C@H](C)CO)C[C@H]1C	2.2
COc1cccc(CN2[C@@H](CO)[C@@H]3c4ccccc4N(C(=O)c4cccnc4)C[C@@H]32)c1	-3.3
C[C@@H]1CCCCO[C@H](CN(C)C(=O)Nc2ccc3c(c2)OCO3)[C@@H](C)CN([C@H](C)CO)C(=O)c2cc(NC(=O)Nc3ccc(C(F)(F)F)cc3)ccc2O1	0.2
C[C@H]1CN([C@@H](C)CO)S(=O)(=O)c2ccc(C#Cc3ccccc3)cc2O[C@H]1CN(C)C(=O)c1ccccn1	-4.6
Cc1ccccc1S(=O)(=O)N1CC[C@@H]2[C@@H](CO)N(C)c3ccc(-c4ccc(F)cc4)cc3[C@@H]21	8.7
C[C@H]1CN([C@@H](C)CO)C(=O)c2cc(NC(=O)CCC(F)(F)F)ccc2O[C@H]1CN(C)Cc1ccc(-c2ccccc2)cc1	0.9
O=C(O)C[C@H]1C=C[C@@H](NC(=O)Nc2ccccc2)[C@H](CO)O1	-1.6
C[C@@H]1CN([C@@H](C)CO)C(=O)c2cc(N(C)C)ccc2O[C@@H]1CN(C)S(=O)(=O)c1ccc(F)cc1	1.4
C[C@@H]1CN([C@@H](C)CO)C(=O)c2cc(NS(=O)(=O)c3ccccc3)ccc2O[C@H]1CN(C)Cc1ccc(Oc2ccccc2)cc1	3.0
O=C(N[C@H]1CC[C@@H](CCNS(=O)(=O)c2ccc(Cl)cc2)O[C@@H]1CO)c1cccc(F)c1	5.7
CN1C(=O)c2cc(NC(=O)c3cccc(F)c3)ccc2OC[C@H]2O[C@@H](CC(=O)NCc3ccccc3Cl)CC[C@@H]21	0.9
COCC(=O)Nc1ccc2c(c1)[C@@H]1C[C@H](CC(=O)NCC3CC3)O[C@H](CO)[C@@H]1O2	-2.2
O=C(N[C@H]1CC[C@H](CCNS(=O)(=O)c2ccc(F)cc2)O[C@H]1CO)C1CC1	0.8
O=C(Nc1ccc2c(c1)OCO2)N[C@H]1CC[C@H](CCNC(=O)C2CCCCC2)O[C@H]1CO	-1.2
CCCN1C[C@H](C)[C@H](OC)CN(C)C(=O)c2cc(NC(=O)c3ccno3)ccc2OC[C@H]1C	4.3
C[C@@H]1CN([C@H](C)CO)C(=O)Cc2cc(NC(=O)Cc3cn(C)c4ccccc34)ccc2O[C@H]1CN(C)S(=O)(=O)c1cn(C)cn1	-0.1
COc1ccc(CNC(=O)C[C@H]2CC[C@H](NC(=O)Nc3ccc4c(c3)OCO4)[C@@H](CO)O2)cc1	-3.2
COC(=O)C[C@@H]1CC[C@@H]2[C@@H](COc3ccc(NC(=O)c4ccc(F)cc4)cc3C(=O)N2C)O1	2.0
COCC(=O)NC[C@@H]1[C@H](c2ccccc2)[C@H](CO)N1C(=O)c1ccccc1	5.5
CCS(=O)(=O)Nc1ccc2c(c1)C(=O)N(C)C[C@@H](OC)[C@@H](C)CN(CC1CCCC1)[C@@H](C)CO2	-3.7
CO[C@H]1CN(C)C(=O)c2cc(NC(=O)c3ccc(F)cc3)ccc2OC[C@@H](C)N(C(C)=O)C[C@H]1C	6.9
O=C(C[C@@H]1C=C[C@@H](NS(=O)(=O)c2ccc(F)cc2)[C@@H](CO)O1)N1CCN(c2ccccc2)CC1	1.1
CCC(=O)N(C)C[C@@H]1Oc2cc(C#C[C@H](C)O)ccc2S(=O)(=O)N([C@H](C)CO)C[C@H]1C	9.4
Cc1noc(C)c1NC(=O)Nc1ccc2c(c1)C(=O)N([C@@H](C)CO)C[C@@H](C)[C@H](CN(C)C(=O)NC1CCCCC1)OCCCC[C@@H](C)O2	-1.2
CC(C)[C@H](C)NC(=O)N(C)C[C@@H]1OCc2ccccc2-c2ccccc2C(=O)N([C@H](C)CO)C[C@@H]1C	-0.8
Cc1ccc(S(=O)(=O)N[C@@H]2CC[C@@H](CC(=O)NCCCN(C)C)O[C@H]2CO)cc1	-2.1
CO[C@@H]1CN(C)C(=O)c2cc(NC(=O)Nc3ccccc3)ccc2OC[C@@H](C)N(C(=O)CN(C)C)C[C@H]1C	1.8
COc1ccc(S(=O)(=O)N[C@H]2CC[C@H](CC(=O)N3CCN(c4ccccc4)CC3)O[C@@H]2CO)cc1	1.1
Cc1noc(C)c1NC(=O)Nc1ccc2c(c1)C(=O)N([C@@H](C)CO)C[C@@H](C)[C@@H](CN(C)Cc1ccncc1)O2	3.2
COCC#Cc1cnc2c(c1)C(=O)N([C@@H](C)CO)C[C@H](C)[C@@H](CN(C)C)O2	-1.6
CC(C)C#Cc1ccc2c(c1)O[C@@H](CN(C)S(C)(=O)=O)[C@H](C)CN([C@@H](C)CO)S2(=O)=O	0.7
COc1ccc(CN(C)C[C@H]2Oc3ccc(NC(=O)Nc4cccc5ccccc45)cc3CC(=O)N([C@H](C)CO)C[C@H]2C)cc1	-0.5
C[C@@H]1CN([C@@H](C)CO)S(=O)(=O)c2ccc(C#CC3(O)CCCC3)cc2O[C@@H]1CN(C)C	-1.6
C[C@@H]1CN([C@@H](C)CO)C(=O)c2cc(-c3ccccc3F)cnc2O[C@H]1CN(C)C(=O)C1CCCCC1	2.8
Cc1ccccc1S(=O)(=O)N[C@@H]1CC[C@@H](CCNS(=O)(=O)c2cccc(F)c2)O[C@H]1CO	0.9
COCC(=O)N(C)C[C@H]1Oc2cc(-c3ccc(F)cc3)ccc2S(=O)(=O)N([C@H](C)CO)C[C@@H]1C	1.8

High-throughput results as filed in PubChem BioAssay.
